aDG glyco act = activators of alpha-DG glycosylation, primary screen, uHTS, Pro5-aDG cells, AlphaScreen; alpha-DG glycosylation AlphaScreen (IIH6); 0% Pro5, 100% B10-LARGE cell signal; activation, % at 10 µM; 0.22% of 360,000 active;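 active = activation of at least 8% versus controls, or a plate z-score of at least 8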;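 note: Pro5 are CHO cells carrying HIG-tagged alpha-DG that lacks glycosylation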
CaV13 FRET inh = Disruptors of the CACNA1D IQ motif to Ca2+-dependent inactivation inhibitor domain association, primary screening, Förster resonance energy transfer in intact living …; HEK cells, CFP/YFP FRET ICDI-IQ, plate reader, 10 min; percent FRET-ratio fall versus neutral wells; inhibition, % at 12.3 µM; 0.098% of 340,000 active; AID 743397;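 active = mean replicate inhibition of at least 30% and at least 1% of replicates passing that level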;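 note: 0% = median of the neutral control wells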
NR2E3 ag-1 = NR2E3 agonists in two-hybrid cells, primary screen, cell-based, luminescence, CHO-S, Gal4-NCOR/VP16-NR2E3 | Photoreceptor-specific nuclear receptor (Homo sapiens), Q9Y5X4 | luciferase | inhibition of corepressor binding, % at 3.98 µM | 0.35% of 360,000 active | AID 602229, 2012;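 active = inhibition above the mean of all tested compounds plus 3 SD, cut at about 70% in these data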;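 note: 0% = DMSO with NR2E3 transfected cells and 100% = cells lacking NR2E3 construct; higher means lower luciferase signal from less NR2E3 corepressor binding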
Target sequence (Q9Y5X4 whole entry, looked up, the tested form may be a part): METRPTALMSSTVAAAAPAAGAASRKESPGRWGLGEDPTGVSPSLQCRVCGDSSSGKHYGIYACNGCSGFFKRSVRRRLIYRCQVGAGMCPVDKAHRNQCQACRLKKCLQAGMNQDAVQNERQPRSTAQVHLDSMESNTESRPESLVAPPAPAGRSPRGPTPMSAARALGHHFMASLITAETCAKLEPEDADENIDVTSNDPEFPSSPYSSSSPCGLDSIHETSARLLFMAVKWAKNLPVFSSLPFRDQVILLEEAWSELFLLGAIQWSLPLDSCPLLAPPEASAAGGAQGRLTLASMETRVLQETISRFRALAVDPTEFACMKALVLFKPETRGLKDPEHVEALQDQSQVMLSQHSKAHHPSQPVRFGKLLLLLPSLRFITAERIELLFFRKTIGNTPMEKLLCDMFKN
HIF-2a inh = HIF-2a reporter inhibitors, primary screen, luminescence, 786-0 RCC cells; 0.72% of 360,000 active; inhibition, % at 18.8 µM; AID 624352, 2012; 786-0 RCC cells HIF-2a reporter, luciferase luminescence, overnight;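 active = inhibition of the luminescence signal of 40% or more relative to plate controls, in a single-dose primary screen at 18.75 µM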
NR2E3 ag-2 = inhibitors of NR2E3-RetCOR corepressor binding, primary screen, NR2E3 agonist project, biochemical, TR-FRET, GST-NR2E3, biotin-RetCOR; 1536-well; inhibition of corepressor binding, % at 4.78 µM; 0.12% of 320,000 active; AID 2300, 2010;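 active = percent inhibition above the cutoff of mean plus 3 SD of all tested compounds, set per screening campaign, cut at about 20% in these data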;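 note: 0% = DMSO wells and 100% = biotin wells as full block of FRET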
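System: GST-tagged NR2E3 plus biotinylated RetCOR corepressor; Amount: 1.35 nM GST-tagged NR2E3 final; Dosing: single nominal compound dose of 4.8 µM; Schedule: 5 h incubation at 4 °C; Technique: TR-FRET with europium anti-GST and streptavidin-D2, 340 nm excitation; Controls: biotin wells as high control, 0.6% DMSO wells as low control.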
Vif inh = HIV Vif self-association inhibitors, primary screen, imaging, HEK293T, single point; HEK293T cells, Vif self-association by quenched fluorescence, 24 h; inhibition, % at 7.49 µM; 0.35% of 340,000 active; AID 602346, 2012; in the data active = inhibition above about 50%, passing the limit was not always enough; note: some results filed as inactive read as strong as hits
MITF TRPM1 inh = inhibitors of MITF-dependent TRPM1 promoter reporter, primary screen, cell-based, SK-MEL-5, single point, luciferase; 0.83% of 330,000 active; AID 488899, 2010; SK-MEL-5 TRPM1 promoter luciferase, 24 h; inhibition, % at 12.5 µM;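 active = mean inhibition across replicates of 60% or more, whatever share of single replicates reaches that level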; note: values of inactives mirror those of a sister screen read the other way
hiPSC survival = enhancers of single-cell hiPSC survival, primary screen, ATPlite luminescence. survival enhancement, % at 20 µM. 100% = ROCK inhibitor wells, 0% = DMSO. 0.044% of 360,000 active; in the data active = survival enhancement above about 18%;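 note: cells exposed to compounds for 16 hours before the ATP read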
Peg3 prom inh = Peg3 promoter-driven luciferase inhibitors, primary screen, cell-based, HeLa, luciferase luminescence; HeLa PEG-Prom luciferase reporter, overnight; inhibition, % at 20 µM; 1.7% of 360,000 active; AID 588405, 2011;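 active = inhibition of at least 50% at 20 µM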
Granule exo inh = LAMP-1 surface exposure blockers, TALL-104 cells – cell-based, flow cytometry, MLPCN library, primary screen; TALL-104 LAMP-1 surface exposure; cells stimulated with thapsigargin and PMA; inhibition, % at 10 µM; 0.66% of 360,000 active;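 active = inhibition above about 55%, limit read from the data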
PDI inh = inhibitors of human PDI, primary screen, biochemical, turbidity, single point, plate reader; Protein disulfide-isomerase (Homo sapiens), P07237; PDI insulin aggregation turbidity, A650, 90 min; inhibition, % at 10 µM; 0.052% of 350,000 active;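 active = mean inhibition across replicates of 30% or more, whatever share of single replicates reach that level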;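 note: absorbance from insulin aggregation driven by PDI reduction with DTT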
Target sequence (P07237 whole entry, looked up): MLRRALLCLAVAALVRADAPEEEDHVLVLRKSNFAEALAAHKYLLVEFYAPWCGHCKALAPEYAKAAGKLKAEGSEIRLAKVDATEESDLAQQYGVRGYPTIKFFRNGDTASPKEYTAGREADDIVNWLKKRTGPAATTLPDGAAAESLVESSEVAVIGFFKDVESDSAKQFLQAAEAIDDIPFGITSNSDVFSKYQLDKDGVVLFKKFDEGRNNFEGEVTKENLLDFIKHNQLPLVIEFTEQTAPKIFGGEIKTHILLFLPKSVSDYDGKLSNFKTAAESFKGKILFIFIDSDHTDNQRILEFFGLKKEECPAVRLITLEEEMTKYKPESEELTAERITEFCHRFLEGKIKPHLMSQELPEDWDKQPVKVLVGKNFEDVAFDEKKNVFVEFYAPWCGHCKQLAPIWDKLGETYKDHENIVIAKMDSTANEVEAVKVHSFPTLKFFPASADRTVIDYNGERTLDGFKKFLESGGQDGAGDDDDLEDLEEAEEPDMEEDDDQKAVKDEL
Numbers without * were called inactive; x = no result given; & = joins results of further samples.

SMILES | aDG glyco act | CaV13 FRET inh | NR2E3 ag-1 | HIF-2a inh | NR2E3 ag-2 | Vif inh | MITF TRPM1 inh | hiPSC survival | Peg3 prom inh | Granule exo inh | PDI inh
CC(C)(C)c1ccc(OCC(=O)OCCNC(=O)c2cccnc2)cc1 | -0.1 | -3 | -11 | 3 | 0 | x | -1 | 3.6 | 3 | 6 | -2
Cc1ccc(NC(=O)CCC(=O)NNC(=O)C(C)(C)C)c(C)c1 | -0.1 | -15 | 9 | 4 | -1 | -8 | 0 | 0.2 | -6 | -1 | -4
CCCCOc1ccc(OCCCC)c2c1NC1(N2)C(=O)N(C(C)=O)c2ccccc21 | 0.6 | 0 | 4 | 12 | 0 | 0 | 13 | 3.1 | 10 | 2 | -6
Cc1cc2c(c(=O)n1Cc1ccc3c(c1)OCO3)C(c1cccnc1)C(C#N)=C(N)O2 (stereo unspecified) | 0.0 | -6 | -33 | 18 | 2 | -5 | 13 | -0.6 | 16 | 1 | 1
S=C(Nc1ccc(Br)cc1Cl)N1CCN(c2ccccn2)CC1 | 0.0 | x | -12 | 10 | 0 | x | 9 | -0.4 | 7 | -1 | -5
CC(NC(=O)COC(=O)CCC(=O)c1ccc(Cl)cc1)c1ccccc1 (stereo unspecified) | 0.1 | -6 | -28 | 5 | x | 11 | 1 | 2.4 | 5 | -6 | -10
O=C(CSc1nc2ccccc2[nH]1)Nc1c(F)cccc1F | 0.5 | -3 | 13 | 18 | 3 | x | 0 | 8.0 | 13 | -3 | 2
Cc1cccn2c(=O)c3cc(C(=O)NCC4CCCO4)c(=N)n(CCc4ccccc4)c3nc12 (stereo unspecified) | 0.4 | 16 | -41 | 12 | 1 | -5 | -18 | -0.5 | 5 | 13 | -13
CCOC(=O)Cn1c(=O)oc2cc(S(=O)(=O)N3CCn4c3nc3ccccc34)ccc21 | -0.2 | -6 | 0 | 8 | 5 | 2 | 16 | 1.8 | -7 | -4 | 14
Cn1nnnc1SCC(=O)NCc1ccco1 | 0.4 | -8 | -17 | 20 | 0 | -6 | -13 | 3.8 | 5 | -2 | 11
CN1CCC(=C2c3ccccc3Sc3ccccc32)CC1 | 0.0 | -5 | -15 | 1 | x | 1 | -21 | 3.1 | -8 | 4 | -1
CC(=O)Nc1ccc(NC(=O)c2cc(-c3cc(F)ccc3OCC3CCCO3)n[nH]2)cc1 (stereo unspecified) | -0.1 | -4 | -19 | 11 | x | x | x | 2.0 | 19 | 1 | -8
CCC(C)NS(=O)(=O)c1ccc(OCC(=O)N2CCCCC2)cc1 (stereo unspecified) | 0.4 | -16 | 0 | -2 | 5 | -2 | 6 | 5.3 | 6 | 12 | 8
O=S(=O)(Cc1ccccc1)NCC1CCCN(Cc2ccc3nonc3c2)C1 (stereo unspecified) | 0.8 | -1 | 11 | 9 | -1 | 10 | 3 | 0.6 | 28 | -7 | -2
O=C(Cc1ccccc1)NCc1ccccn1 | -0.2 | -4 | 15 | 2 | -4 | -8 | 2 | -0.4 | 3 | -2 | 3
CCn1c(C)cc(C(=O)CSc2nnnn2C2CCCC2)c1C | -0.2 | -2 | -133 | -259 | 2 | 1 | -105 | -0.2 | -295 | 8 | -2
COc1ccc2nc(SCC(=O)NC3CCCc4ccccc43)[nH]c2c1 (stereo unspecified) | 0.1 | -6 | -17 | 4 | 1 | 5 | 20 | -0.2 | 17 | 8 | 11
O=CNc1cc(-c2cccc(O)c2)cn2c(-c3ccc(F)cc3)cnc12 | 0.0 | -5 | -9 | -97 | x | 5 | x | -2.3 | 24 | 4 | 7
CC(=O)c1ccc(OCCCC(=O)Nc2ccc(S(=O)(=O)N3CCOCC3)cc2)cc1 | -0.1 | -7 | 3 | 16 | -1 | -10 | 4 | -0.2 | 3 | 4 | 2
C=CCNC(=O)CN1CCC(c2nc3cc(C)c(C)cc3[nH]2)CC1 | 0.2 | -5 | -24 | 9 | -4 | -5 | 5 | 0.0 | -1 | 3 | 3
CC(=O)c1c(C)nc2ccc(C)cc2c1-c1ccccc1 | -0.2 | -3 | -39 | 15 | 2 | 10 | 9 | 0.7 | 3 | 3 | 5
O=C(Oc1ccc(/C=N/NC(=O)c2ccccc2O)cc1)c1ccccc1 | 0.1 | -5 | -28 | -53 | 0 | 6 | -9 | 2.1 | 1 | -6 | -1
CC(NC(=O)C(=O)N1CCOCC1)C(c1cccs1)N1CCN(c2ccccc2F)CC1 (stereo unspecified) | -0.4 | -3 | 3 | -5 | 2 | -9 | 8 | -0.4 | 3 | 1 | 10
CCc1cccc(NC(=O)C2CCCN2S(=O)(=O)c2ccc3c(c2)CC(C)N3C(C)=O)c1 (stereo unspecified) | -0.1 | -13 | 21 | 9 | -1 | 13 | -3 | -2.2 | 6 | 5 | x
CCOC(=O)C1(Cc2ccc(Cl)cc2)CCN(C(=O)c2ccoc2)CC1 | 0.7 | -7 | -11 | -26 | -3 | -6 | -1 | 1.8 | -10 | 4 | 6
CCn1c(CC(C)C)n[nH]c1=S | 0.0 | -4 | 1 | 9 | -2 | 3 | 14 | -1.4 | 18 | 0 | -4
Cc1cccc(NC(=O)c2ccc(NCCc3ccccc3)c([N+](=O)[O-])c2)c1 | -0.1 | -2 | 2 | -5 | -4 | -1 | 3 | -1.4 | 17 | -3 | 1
Cc1ccc(NC(=O)c2nc[nH]c2C(=O)N[C@H](C)c2ccccc2)cc1 | -0.1 | -8 | 5 | 6 | 0 | -4 | 2 | 5.2 | 32 | 4 | 6
NCCS(=O)(=O)NC1CCCCC1 | -0.2 | 1 | -1 | 0 | 0 | -4 | 14 | 2.1 | -5 | 2 | -6
NC(=O)c1ccc(-n2nc(C(F)(F)F)c3c2CCCC3)cc1 | -0.2 | -20 | -11 | -62 | -4 | -3 | -15 | 3.8 | -38 | 3 | 2
COc1cc(C(=O)NCC(=O)NCC2COc3ccccc3O2)cc(OC)c1OC (stereo unspecified) | 0.3 | -6 | -20 | 16 | 3 | -25 | 4 | -0.5 | 4 | 0 | -4
Cc1ccsc1/C=N/NC(=O)CNC(=O)c1ccccc1 | 0.2 | -14 | 2 | -9 | -4 | -1 | -11 | -0.1 | -12 | 1 | 4
CN(C)CCNc1ncnc2c1ncn2[C@H]1CN(CCc2ccccc2)C[C@@H](CO)O1 | 0.2 | -2 | -6 | 6 | x | -9 | x | 0.3 | -4 | 15 | -9
COc1ccc(CN(C(=O)c2cccs2)c2nccs2)cc1OC | 0.2 | x | -7 | 13 | -2 | x | 3 | 0.8 | 21 | 0 | 8
CN(C)S(=O)(=O)c1cccc(CNCC2COc3ccccc3O2)c1 (stereo unspecified) | -0.1 | -18 | 4 | 5 | -2 | 2 | 0 | -0.2 | 1 | 3 | 6
O=C(CN1CCOCC1)NN=C(c1ccccc1)c1ccccc1 | 0.1 | -7 | -18 | 16 | -7 | -21 | -11 | 4.4 | 1 | 2 | -17
Cc1ccc2c(c1)CCO[C@]21O[C@H](CCO)C[C@H](O)[C@H]1O | 0.1 | -5 | 6 | 5 | x | x | x | 1.3 | 7 | 4 | 3
COc1ccc2c(CC(=O)Nc3ncc(C)s3)coc2c1 | -0.2 | -9 | 62 | -238 | 7 | 5 | -40 | -0.6 | 65* | -3 | 10
CCc1nn(CCCN2CCN(c3cccc(Cl)c3)CC2)c(=O)n1CCOc1ccccc1 | 0.3&0.2 | -5&-5 | 6&17 | 13&0 | -2&2 | -15&-8 | 18&11 | -0.5&-2.1 | 24&-7 | 2&6 | -4&6
CC(=O)N1CCOc2ccc(S(=O)(=O)N3CC(C)CC(C)C3)cc21 (stereo unspecified) | 0.3 | -3 | -35 | -2 | 2 | -1 | -1 | -0.5 | 11 | -5 | -2
COc1ccc(NC(=O)c2cccs2)cc1 | 0.0 | x | -82 | -215 | 2 | 2 | -52 | -4.7 | -260 | 0 | 2
CN1CCCN(S(=O)(=O)c2ccc3ccccc3c2)CC1 | 0.0 | -5 | -3 | 9 | 1 | -4 | 15 | -0.2 | -12 | -1 | -8
COc1ccc(C(=O)NCC2(c3ccc(OC)c(OC)c3)CCCC2)c(OC)c1 | 0.0 | 3 | -33 | 7 | 0 | -3 | 12 | -0.3 | 22 | 5 | -14
COc1ccc(C)cc1Nc1nc(C)nc2c1oc1ccccc12 | 0.1 | -11 | -33 | 16 | -2 | 1 | 4 | 0.6 | 10 | 14 | 4
CC(C)CC(=O)Nc1cccc(-c2nc3ccccc3o2)c1 | 0.0 | -4 | -25 | -105 | 0 | -4 | -18 | -1.1 | -48 | -1 | 10
CC1CCC(C(C)C)C(OC(=O)C[n+]2cc(-c3ccc(Cl)cc3)n3c2CCC3)C1 (stereo unspecified) | 0.0 | -3 | 7 | -9 | -2 | -11 | 29 | -0.5 | 22 | 64* | 8
O=C(c1ccc([N+](=O)[O-])o1)N1CCOCC1 | 1.6 | -4 | -19 | -6 | 1 | -1 | 10 | -0.7 | -8 | -4 | -3
COc1ccc(NC(=O)/C=C/c2cccc(Br)c2)cn1 | -0.1 | -7 | -8 | -256 | -1 | -6 | -41 | -0.4 | -294 | 32 | -9
COCC(C)n1c(COc2ccccc2F)nnc1SCc1c(C)noc1C (stereo unspecified) | -0.1 | x | -16 | -1 | -2 | -7 | 9 | 1.0 | 2 | -1 | 0
CN(C)C(=O)c1cc2cc(Br)ccc2s1 | 0.3 | 0 | -13 | -53 | 2 | -1 | 13 | 0.1 | -41 | 5 | 13
CCn1c(CNC(=O)c2ccccc2F)nnc1SCC(=O)Nc1nncs1 | 0.0 | -4 | -9 | 3 | 0 | -7 | 2 | -0.7 | -2 | -3 | -1

Retrieved one by one from the entries so far, 4 records:
SMILES | aDG glyco act | CaV13 FRET inh | NR2E3 ag-1 | HIF-2a inh | NR2E3 ag-2 | Vif inh | MITF TRPM1 inh | hiPSC survival | Peg3 prom inh | Granule exo inh | PDI inh
COc1ccc(NC(=O)/C=C/c2cccc(Br)c2)cn1 | -0.1 | -7 | -8 | -256 | -1 | -6 | -41 | -0.4 | -294 | 32 | -9
COc1ccc(C)cc1Nc1nc(C)nc2c1oc1ccccc12 | 0.1 | -11 | -33 | 16 | -2 | 1 | 4 | 0.6 | 10 | 14 | 4
CCn1c(CNC(=O)c2ccccc2F)nnc1SCC(=O)Nc1nncs1 | 0.0 | -4 | -9 | 3 | 0 | -7 | 2 | -0.7 | -2 | -3 | -1
CC(C)CC(=O)Nc1cccc(-c2nc3ccccc3o2)c1 | 0.0 | -4 | -25 | -105 | 0 | -4 | -18 | -1.1 | -48 | -1 | 10

Compound activity: PubChem BioAssay, several laboratories

This is a random part of the collection (roughly 3.5% active in at least one column).
